M5 ag: CHRM5 agonism in calcium assay | CHO-K1 hM5 cells, Fluo-8 calcium fluorescence; 0% DMSO wells, 100% maximal acetylcholine response | activation, % at 3 µM | 360,000 tested, 0.19% active;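 active = activation above the run's mean over test compounds plus 3 SD, cut at about 23% in these data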;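 also: signal is peak over basal fluorescence ratio across the kinetic read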
Target sequence (P08912 whole entry, looked up): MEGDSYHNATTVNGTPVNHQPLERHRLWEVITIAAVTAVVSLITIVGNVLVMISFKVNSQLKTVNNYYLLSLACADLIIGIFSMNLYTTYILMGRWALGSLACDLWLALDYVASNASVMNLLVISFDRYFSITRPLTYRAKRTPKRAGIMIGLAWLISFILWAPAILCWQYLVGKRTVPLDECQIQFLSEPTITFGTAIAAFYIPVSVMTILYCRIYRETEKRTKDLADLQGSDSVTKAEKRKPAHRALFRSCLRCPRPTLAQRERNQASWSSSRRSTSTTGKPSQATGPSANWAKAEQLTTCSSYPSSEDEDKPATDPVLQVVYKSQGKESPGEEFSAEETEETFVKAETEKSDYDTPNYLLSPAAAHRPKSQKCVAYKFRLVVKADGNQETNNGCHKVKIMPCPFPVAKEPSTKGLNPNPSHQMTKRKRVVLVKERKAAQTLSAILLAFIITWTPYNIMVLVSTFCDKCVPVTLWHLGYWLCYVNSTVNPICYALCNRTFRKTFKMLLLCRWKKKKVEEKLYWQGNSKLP
IDE cell inh: cellular human IDE inhibition; HEK cells, FAbetaB cleavage, fluorescence polarization; inhibition, % at 5.59 µM; 320,000 tested, 0.41% active; AID 434962;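 active = percent inhibition above the average of all tested compounds plus 3 SD, set per screening campaign, cut at about 16% in these data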;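 also: IDE supplied by intact live HEK cells; FP after avidin binding of uncleaved biotin substrate so inhibition keeps polarization high; 0% = DMSO wells and 100% = 60 µM reference IDE inhibitor Ii1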
CRFBP-R2 block: blocks CRF-induced signaling of the CRF-BP/CRF-R2 complex | inhibition, % at 11.8 µM | AID 588475 | HEK293 CRF-R2/CRF-BP, CRF-induced calcium fluorescence | 350,000 tested, 0.59% active;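 active = inhibition of the ligand-induced calcium signal above about 50% at the single tested concentration, limit read from the data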
M4 antag: blocks acetylcholine activation of human M4 receptor; P08173; CHO-hM4 cells, ACh EC80, Fluo-8 calcium fluorescence; inhibition, % at 3 µM; 360,000 tested, 0.73% active; AID 624125;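 active = inhibition above its plate's cutoff, the mean inhibition of sample wells plus 3 SD, cut at about 27% in these data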;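 also: 0% = acetylcholine EC80 with DMSO and 100% = DMSO without agonist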
Target sequence (P08173 whole entry, looked up): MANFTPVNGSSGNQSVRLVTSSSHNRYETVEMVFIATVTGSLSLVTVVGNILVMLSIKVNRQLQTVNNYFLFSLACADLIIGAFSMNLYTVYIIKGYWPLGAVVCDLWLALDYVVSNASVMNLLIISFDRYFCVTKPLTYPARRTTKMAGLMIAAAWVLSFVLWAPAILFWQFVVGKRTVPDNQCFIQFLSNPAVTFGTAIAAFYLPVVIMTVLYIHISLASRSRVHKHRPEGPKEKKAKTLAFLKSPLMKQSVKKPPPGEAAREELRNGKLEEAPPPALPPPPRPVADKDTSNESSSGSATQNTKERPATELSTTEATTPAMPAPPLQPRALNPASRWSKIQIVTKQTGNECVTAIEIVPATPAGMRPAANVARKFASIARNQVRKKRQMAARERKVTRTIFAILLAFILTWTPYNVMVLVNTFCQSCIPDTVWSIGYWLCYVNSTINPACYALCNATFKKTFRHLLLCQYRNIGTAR
CHRM4 PAM: positive allosteric modulators of human muscarinic M4 receptor; P08173; activation, % at 3 µM; CHO-K1 hM4/Gqi5, Fluo-8 calcium fluorescence, ACh EC20; 0% = ACh EC20, 100% = maximal ACh; 360,000 tested, 0.4% active; AID 624126;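 active = activation above its plate's cutoff, the mean activation of sample wells plus 3 SD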; also: some results filed as inactive read as strong as hits
M5 PAM: CHRM5 positive allosteric modulation | P08912 | 360,000 tested, 0.3% active | activation, % at 3 µM | AID 624038 | CHO-K1 hM5, Fluo-8 calcium, ACh EC20 PAM; 0% = ACh EC20, 100% = ACh EC100;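 active = activation above the run cutoff, the mean activation of all test compounds plus 3 SD, cut at about 18% in these data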
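Measured by: Fluo-8 calcium fluorescence; material: human M5 receptor in CHO-K1 cells; schedule: Post-acetylcholine fluorescence recording 140 s; benchmarks: low control EC20 acetylcholine (0%), high control EC100 acetylcholine (100%); read-out: Max/basal fluorescence ratio as % of EC20–EC100 ACh window; compound: single dose, 3 µM nominal final test concentration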
CRFBP-R2 agonist: CRF-BP/CRF-R2 complex agonism | HEK293 CRF-R2/CRF-BP, calcium dye fluorescence (FLIPR); percent of saturating CRF peptide response | activation, % at 13.2 µM | 350,000 tested, 0.46% active | AID 588473;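 active = activation of at least 50%, plus an integration ratio under a set limit after plate pattern correction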;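 also: plate controls were neutral control wells without compound for no effect and CRF at EC100 for full effect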
CHRM4 agonist: agonists of human muscarinic M4 receptor (CHRM4) | P08173 | CHO-K1 hM4/Gqi5, Fluo-8 calcium fluorescence; vehicle 0%, full acetylcholine response 100% | activation, % at 3 µM | 360,000 tested, 0.14% active;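 active = activation above the run mean over all test wells plus 3 SD, cut at about 32% in these data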;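 also: peak over basal fluorescence ratio per well then scaled between controls; 0% = DMSO wells and 100% = acetylcholine at EC100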
CHRM5 antagonist: blocks acetylcholine activation of human M5 receptor | P08912 | CHO-hM5 cells, Fluo-8 calcium fluorescence, ACh EC80 | inhibition, % at 3 µM | 360,000 tested, 0.59% active;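 active = inhibition above a per-plate cutoff, the mean of that plate's test compounds plus 3 SD, cut at about 27% in these data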;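 also: 0% = acetylcholine EC80 with DMSO and 100% = DMSO without agonist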
Numbers without * were called inactive; nt = not tested or not shown.

SMILES | M5 ag | IDE cell inh | CRFBP-R2 block | M4 antag | CHRM4 PAM | M5 PAM | CRFBP-R2 agonist | CHRM4 agonist | CHRM5 antagonist
Cc1ccc(C)c(OCc2cc(C(=O)N3CCc4sccc4C3)no2)c1 | -4 | -1 | 0 | 2 | -3 | -7 | 0.7 | 1 | 8
Nc1cc(S(=O)(=O)N2CCOCC2)ccc1Oc1cccc(Br)c1 | -4 | nt | 6 | 5 | -6 | -13 | 1.7 | 9 | 11
Cc1ccccc1NC(=O)Cc1nc(COC(=O)CSc2ccccc2)cs1 | -3 | 0 | -14 | 2 | -5 | -2 | 0.2 | 9 | 5
O=C(Cc1ccccc1)NCC(=O)OCC(=O)c1cccc([N+](=O)[O-])c1 | -2 | 1 | 4 | 1 | -5 | -4 | -4.4 | 0 | 4
Cc1ccc(S(=O)(=O)NC(C)(C)CSc2nncn2C)cc1 | 4 | 0 | -5 | 2 | -4 | -2 | -0.5 | 0 | -2
CCC(C(=O)NCCc1c[nH]c2ccc(C)cc12)c1ccccc1 (stereo unspecified) | 1 | -5 | -1 | -18 | 0 | -4 | -0.9 | 2 | 1
COC(=O)N(C)C[C@@H]1OCc2ccccc2-c2c(n(C)c3ccccc23)C(=O)N([C@H](C)CO)C[C@@H]1C | 2 | nt | -7 | -5 | -3 | 4 | 4.8 | 3 | 2
CC(=O)NC(C)(c1ccccc1)c1nc(-c2cncnc2)cs1 (stereo unspecified) | 2 | nt | nt | -4 | -4 | -1 | nt | 0 | 0
O=C(CN1CCC(NC(=O)c2cccc(F)c2)CC1)Nc1ccc(Br)cc1 | 0 | nt | -2 | 7 | -10 | -5 | -0.4 | 2 | 14
CC(CCc1ccccc1)NC(=O)c1ccncc1 (stereo unspecified) | -2 | -6 | -1 | -1 | 1 | 0 | -0.6 | 0 | 7
O=C(COc1ccccc1Cl)NCCc1ccc2c(c1)OCCO2 | -4 | 1 | -19 | 2 | -3 | 3 | -2.7 | 2 | -13
O=C(NC1(C(F)(F)F)NC(=O)N(C2CCCC2)C1=O)C1CC1 (stereo unspecified) | -4 | 3 | 10 | -1 | 1 | 3 | -1.3 | 0 | -1
COc1ccccc1C(O)c1ncc(-c2ccccc2C)[nH]1 (stereo unspecified) | -3 | nt | nt | 0 | -2 | 2 | nt | 0 | -5
Cc1cc(NCc2ccc(F)cc2)nc2cc(Cl)ccc12 | -7 | 0 | -4 | 4 | -4 | 4 | 0.5 | -1 | -1
CCOc1ccccc1CN1CCNC(=O)C1CC(=O)NCCc1ccccn1 (stereo unspecified) | -2 | 1 | -21 | 2 | 3 | -3 | 1.8 | 1 | 13
Cc1ccc(S(=O)(=O)Oc2ccccc2/C=N/O)cc1 | -11 | 7 | 26 | -6 | -4 | -12 | 0.8 | 0 | 6
Cn1ccsc1=NC(=O)c1ccc(CS(C)(=O)=O)cc1 | -4 | 8 | -2 | 4 | 13 | -1 | 2.4 | 4 | 9
COc1ccc(Cl)cc1C(=O)Nn1cnnc1 | 1 | 4 | -5 | -1 | 9 | 6 | -0.3 | 2 | 0
Cc1cc(C)c(OCC(=O)OCC(=O)NCc2cccs2)c(C)c1 | -3 | 2 | 19 | 0 | 6 | 1 | -0.9 | 1 | 6
CCOC(=O)c1cn(CC)c2c(ccc3ccccc32)c1=O | -3 | 2 | -10 | -3 | 2 | 4 | -1.0 | 0 | -5

Exported as comma-separated lines: entries from further up
Compound,M5 ag,IDE cell inh,CRFBP-R2 block,M4 antag,CHRM4 PAM,M5 PAM,CRFBP-R2 agonist,CHRM4 agonist,CHRM5 antagonist
O=C(COc1ccccc1Cl)NCCc1ccc2c(c1)OCCO2,-4,1,-19,2,-3,3,-2.7,2,-13
O=C(NC1(C(F)(F)F)NC(=O)N(C2CCCC2)C1=O)C1CC1 (stereo unspecified),-4,3,10,-1,1,3,-1.3,0,-1
COc1ccccc1C(O)c1ncc(-c2ccccc2C)[nH]1 (stereo unspecified),-3,nt,nt,0,-2,2,nt,0,-5
Cc1cc(NCc2ccc(F)cc2)nc2cc(Cl)ccc12,-7,0,-4,4,-4,4,0.5,-1,-1

Remaining list, next part
SMILES | M5 ag | IDE cell inh | CRFBP-R2 block | M4 antag | CHRM4 PAM | M5 PAM | CRFBP-R2 agonist | CHRM4 agonist | CHRM5 antagonist
COc1cc(C(=O)Nc2cccc(-c3nc4ccccc4o3)c2C)cc(OC)c1OC | 1 | nt | 8 | -2 | 8 | -1 | 0.5 | 1 | -2
CCCNC(=O)c1ccccc1NC(=O)C1COc2ccccc2O1 (stereo unspecified) | -3 | 11 | -2 | -5 | -5 | -2 | 1.7 | 6 | 8
O=C(CN1C(=O)COc2ccccc21)N1CCCc2ccccc21 | 1 | -4 | 23 | -10 | 1 | 3 | 1.1 | 3 | -7
CCCn1nnnc1NCc1ccccc1OCc1cccs1 | -2 | -4 | 4 | -3 | -5 | -4 | 0.9 | 0 | 13
CCC(=O)NC(=S)Nc1ccc(NC(=O)c2cccnc2)cc1 | 1 | 5 | 3 | 7 | 8 | 13 | -0.8 | 1 | 4
O=C(CCl)N(O)c1ccc(C=Cc2ccccc2)cc1 | 4 | nt | -16 | 2 | 8 | 3 | 3.0 | 5 | 7
Cc1cccc(N2CCN(C(=O)c3ccc(NC(=O)C4CCCO4)cc3)CC2C)c1 (stereo unspecified) | 1 | 15 | 4 | 1 | 6 | 14 | -2.0 | 11 | -4
C=CCn1c(=O)c(C(=O)NC(C)c2ccccc2)c(O)c2ccccc21 (stereo unspecified) | -5 | 0 | -6 | -4 | 0 | -2 | 1.3 | -1 | 4
CCCCOc1ccc(C(=O)NCC(=O)OCC(=O)N2CCN(S(=O)(=O)c3ccc(C)cc3C)CC2)cc1 | -2 | -11 | 21 | 4 | -1 | -6 | 0.3 | 5 | 6
CN(Cc1cccs1)C(=O)CNC(=O)c1ccco1 | 1 | 6 | 3 | 3 | -1 | -3 | -1.2 | 0 | 0
Cc1noc(C)c1COc1ccc(C(=O)N2CCN(c3ccccc3O)CC2)cc1 | -1 | 0 | 0 | -10 | 7 | -9 | 0.9 | 6 | -4
C=CCN1C(=O)C(C)(C)Nc2ccccc21 | 1 | -4 | 5 | -3 | 3 | 5 | 1.7 | 0 | 3
Cc1ccc(S(=O)(=O)NCCNc2ccc([N+](=O)[O-])cc2)cc1 | 0 | 3 | -8 | 1 | -4 | -3 | 0.8 | 6 | 12
Cc1ccc(-c2nnn(CC(=O)N(c3ccccc3)C(C(=O)NCC3CCCO3)c3ccc(Cl)cc3)n2)cc1 (stereo unspecified) | 1 | 0 | 5 | 7 | 15 | 0 | 0.3 | 2 | 2
CCc1ccc(NC(=O)c2cnc(SC)nc2C)cc1 | -9 | nt | -29 | -1 | -6 | 5 | -3.5 | 1 | 2
CN(C)S(=O)(=O)c1cccc(NC(=O)CN2C(=O)NC3(CCc4ccccc4C3)C2=O)c1 (stereo unspecified) | 0 | 0 | -7 | -13 | 9 | 10 | -0.5 | 1 | -7
O=C(Nc1nc2ccc(Cl)cc2s1)c1ccc(N2CCCCC2)c([N+](=O)[O-])c1 | -2 | 1 | -45 | 6 | -2 | 0 | -3.1 | 0 | 5
S=c1[nH]cc2cnccn12 | 0 | nt | -11 | 1 | -5 | -3 | -0.4 | 0 | 6
Cc1cc([N+](=O)[O-])nn1CC(=O)NC(C)c1ccccc1 (stereo unspecified) | -2 | 0 | 1 | -22 | 1 | 3 | 1.5 | 0 | 1
O=C(CSc1nnnn1-c1ccc(F)cc1F)Nc1ccccc1F | 6 | -3 | 7 | -3 | 7 | -4 | -1.0 | 9 | -1
Cc1ccc(S(=O)(=O)N(C)C[C@H]2OCc3cn(nn3)CCCC(=O)N([C@H](C)CO)C[C@@H]2C)cc1 | 3 | nt | 2 | 10 | -3 | 6 | 0.5 | 1 | -8
CCC1CCCCN1C(=O)COC(=O)c1n[nH]c2ccccc12 (stereo unspecified) | 0 | -1 | 7 | -5 | 0 | -5 | -0.8 | 3 | 1
Cc1ccc(/C=C/C(=O)Nc2nccs2)o1 | 1 | 2 | -13 | -4 | 3 | -2 | -1.0 | 2 | -1
Cc1ccc[n+](CC(=O)Nc2c(Cl)cc(Cl)cc2Cl)c1 | -1 | -3 | -7 | 11 | -10 | 8 | -2.7 | 1 | 1
NC(c1ccc(F)c(F)c1)c1nc(-c2cc(F)cc(F)c2)cs1 (stereo unspecified) | 0 | nt | nt | -16 | 7 | 0 | nt | 2 | -5
CC1CCC(C(C)C)C(OC(=O)C[n+]2cc(-c3ccc(Cl)cc3)n3c2CCCCC3)C1 (stereo unspecified) | -9 | -1 | -50 | 19 | -15 | -16 | -4.3 | 2 | 75*
COc1ccc(OCC(O)CNC(=O)Nc2ccc(C(C)(C)C)cc2)cc1 (stereo unspecified) | -4 | 2 | -10 | -13 | -1 | 5 | -3.7 | -1 | 0
Cc1cc(C(F)(F)F)nn1CC(=O)NNC(=S)Nc1ccc(Cl)cc1 | -1 | 1 | 20 | 0 | 5 | -5 | 5.0 | 1 | 10
C[C@H](C[C@H](O)[C@H]1OC1(C)C)C1=C2C[C@H](O)C3[C@@]4(C)CCC(=O)C(C)(C)C4CC[C@]3(C)[C@@]2(C)CC1 (stereo partly specified) | 8 | 7 | -9 | -5 | 2 | 10 | 4.5 | 4 | -17
O=C(CN1CCCCC1)N1CCCc2ccccc21 | -6 | 1 | -2 | 13 | -3 | -4 | -1.0 | 0 | 8
O=C(Nc1cccc(S(=O)(=O)c2cccc(NC(=O)c3ccco3)c2)c1)c1ccco1 | 3 | -12 | -16 | 8 | -31 | -21 | 1.4 | 16 | 14
Cc1ccc(C(=O)Nc2ccccc2C(=O)NC2CCCCC2)cc1S(=O)(=O)N1CCOCC1 | 2 | 0 | 72* | 4 | 7 | 1 | 0.0 | 0 | 0
CCOc1ccc(C(CC(=O)O)NC(=O)Cc2ccc(Cl)cc2)cc1 (stereo unspecified) | -1 | 2 | 10 | -2 | 0 | 1 | 2.3 | 1 | 10
COc1ccccc1C(OC(=O)c1cccs1)C(=O)NCC1CCCO1 (stereo unspecified) | -1 | 7 | 22 | -21 | 4 | -8 | -1.3 | 5 | -2
Cc1ccc(C)c(CN2CCC(CNC(=O)Nc3ccc(Cl)cc3)CC2)c1 | 4 | -5 | 0 | -8 | 0 | -8 | 6.2 | 17 | 8
CNC(=O)NC(=O)CSc1nnc(-c2ccco2)n1-c1ccccc1 | 3 | nt | 21 | -9 | 1 | 1 | -1.4 | 1 | -5
COc1ccc(C(=O)C(OP(=O)(OC)OC)c2ccccc2OC)cc1 (stereo unspecified) | 2 | nt | nt | 5 | 13 | 1 | nt | 1 | -2
COc1ccc(C(=O)N/N=C(\C)CC(=O)Nc2ccc3c(c2)OCCO3)c(OC)c1 | -2 | 1 | -11 | 10 | -3 | 1 | 2.2 | 1 | 11
CCN1CCN(c2ccc(NC(=O)COc3ccc([N+](=O)[O-])cc3)cc2)CC1 | -8 | 8 | 18 | -6 | -5 | -5 | -0.7 | 1 | 5
COc1cc(OC)c(OC)cc1CN1CCN(Cc2cccc(F)c2)CC1 | -2 | -4 | -13 | -3 | 5 | -4 | -0.1 | 1 | -7

No enrichment for hits, and some 2.9% of all compounds hit somewhere here.
